Source: PubChem BioAssay
pAkt inh = HTS Assay for Inhibitors of Akt Phophorylation: Primary Screen; 360,000 tested, 0.32% active; activity change, % for hits at 50 µM; AID 651550, 2012; Neuro2A IGF-stimulated pAkt S473 HTRF, 20 min; active compounds read low; in the data active = activity change below about -80%; inconclusive = mostly about -51% to -80%; note: % is set by controls: 0 for no effect and ±100 for the full control effect
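Single-point screen (50 µM final compound) in Neuro2A cells stimulated 20 min with 6 nM IGF at 37 deg C. After lysis, Ser473-phosphorylated Akt read by HTRF (ex 330 nm, em 615/665 nm) as the 665/615 ratio.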
CCT modulator = High-Throughput Screening for Modulators of Cytosolic Chaperonin Activity; purified chaperonin ATPase assay, HTRF ADP detection, 30 min; activity change, % (concentration not given with the values), hits read low; 360,000 tested, 0.3% active; in the data active = activity change below about -30%; note: % is set by controls: 0 for no effect and ±100 for the full control effect
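We incubate TRiC, 40 or 20 nM final, with library compounds at 76 uM and 10 uM ATP for 30 min at 37 °C. ADP formed is detected with Transcreener HTRF reagents after 30 min at room temperature.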
MmCpn inh = Inhibitors of TCP-1 ring complex (TRiC) of Methanococcus maripaludis (MmCpn): qHTS; Potency, µM (series often up to 76.9 µM), without a hit: at the highest dose activity, negative = inhibition, usual class: inhibitors; AID 504842, 2011; Chaperonin Mm-Cpn (Methanococcus maripaludis); 330,000 tested, 0.031% active; purified Mm-Cpn ATPase, ADP Transcreener TR-FRET; note: potency is the fitted concentration of half-maximal effect; % is set by controls: 0 for no effect and ±100 for the full control effect; nearly all actives have a fitted effect of over 80% in size
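25 nM Mm-CPN + cpd, 10 min 37°C; + 10 uM ATP, 30 min 37°C; buffer 30 mM Tris pH 7.4, 100 mM KCl, 5 mM MgCl2, 1 mM DTT; Transcreener ADP HTRF detection 30 min RT.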
Nrf2 inh = Nrf2 qHTS screen for inhibitors; AID 504444, 2011; A549 ARE-Fluc reporter, luciferase luminescence, 18-24 h; Potency, µM (series often up to 46 µM), for the others: at the top dose activity change, negative = inhibition, most hits filed as inhibitors; 360,000 tested, 2.1% active; note: potency is the fitted concentration of half-maximal effect; % is set by controls: 0 for no effect and ±100 for the full control effect; nearly all actives have a fitted effect of over 60% in size
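Nrf2 activity is the BugLite luminescence, read 15 min after reagent at room temperature, following CellTiter-Fluor cytotoxicity readout (30 min, 37C). Compound titrations were applied for 18-24 h to 5000 A549 ARE_Fluc cells/well in 5% FBS OPTI-MEM.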
TGFb inhibitor = qHTS for Inhibitors of TGF-b; HepG2 CAGA-GFP TGF-b/SMAD3 reporter, GFP fluorescence, 18 h; TGF-beta stimulated, 500 pg/mL final; Potency, µM (highest dose often 46.1 µM), for inactives: at the highest dose activity, negative = inhibition, most hits filed as inhibitors; 410,000 tested, 1.2% active; AID 588855, 2011; note: potency is the fitted concentration of half-maximal effect; % is set by controls: 0 for no effect and ±100 for the full control effect; nearly all actives have a fitted effect of over 65% in size
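Inhibition was scored as loss of TGF-beta-induced (500 pg/mL final, 18 hours, 37 degrees C) GFP in HEPG2 cells carrying a CAGA-GFP reporter, in DMEM with 1% FBS. Well GFP was summed per cell; Activity was normalised to unstimulated and stimulated DMSO wells, then concentration-response fitting.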
A549 tox = Nrf2 qHTS screen for inhibitors: counterscreen for cytotoxicity; A549 ARE-Fluc cells, CellTiter-Fluor viability, 18-24 h; 390,000 tested, 0.16% active; Potency, µM (top dose mostly 46 µM), for the others: top-dose activity change, negative = cytotoxicity, actives largely listed as inhibitors; note: potency is the fitted concentration of half-maximal effect; % is set by controls: 0 for no effect and ±100 for the full control effect
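A549 ARE-Fluc cells in 5% FBS OPTI-MEM, 5000 cells/well, rested 2 h then exposed to compounds in concentration-response for 18-24 h at 37 °C. Viability by CellTiter-Fluor fluorescence (Ex 405/Em 525) after 30 min; luciferase luminescence (BugLite, 15 min, RT) read afterwards.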
S2 tox = Viability Counterscreen for Primary qHTS for Inhibitors of ATXN expression; S2 cells (HEK-293 line with an ATXN2-luciferase reporter) viability, CellTiter-Fluor protease fluorescence, 24 h; Potency, µM (series often up to 56.7 µM), most hits filed as cytotoxic; 400,000 tested, 0.49% active; AID 651635, 2014; note: potency is the fitted concentration of half-maximal effect; nearly all actives have a fitted effect of over 40% in size
HepG2 tox = qHTS for Inhibitors of TGF-b: Cytotox Counterscreen | HepG2 CAGA-GFP viability, ATP luminescence, 18 h | Potency, µM (top dose mostly 46.1 µM), without a hit: at the top dose activity change, negative = cytotoxicity, most hits filed as cytotoxic | 410,000 tested, 0.76% active | AID 588856, 2011; note: potency is the fitted concentration of half-maximal effect; some results filed as inactive show a strong effect at the top dose
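CellTiter-Glo luminescence gave cytotoxicity after 18 hours at 37 degrees C. The cells were HepG2 CAGA-GFP in 1% FBS DMEM, stimulated with 500 pg/mL TGF-beta after compound addition. %Activity was normalised to no-cell wells (complete cell-killing) and DMSO (no toxicity), and curves were fitted and classified.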
Nrf2 ARE act = qHTS of Nrf2 Activators; AREc32 ARE-luciferase reporter (MCF7-derived line), luminescence, 24 h; Potency, µM (series often up to 46.1 µM), for the others: at the top dose activation, usual class: activators; 410,000 tested, 0.31% active; note: potency is the fitted concentration of half-maximal effect; % of control where 0% means no effect; nearly all actives have a fitted effect of over 65% in size
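Cells of the AREc32 ARE-luciferase line are plated in OPTI-MEM containing 5% FBS and left overnight at 37 deg C. Compounds are pinned in, incubation continues 24 hr, and firefly luciferase signal is then measured.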
Numbers without * were called inactive; i = inactive; u = inconclusive; x = not tested or not shown; [ ] = remark or other dose. Unless noted, calls come from the whole dose curve; as a rule, active = well fitted curve in the direction sought with a large enough effect; inconclusive = small, poorly fitted or top-dose-only effect, or another doubt; inactive = no such curve, though single readings can be large; an effect the other way counts as inactive or inconclusive.

SMILES | pAkt inh | CCT modulator | MmCpn inh | Nrf2 inh | TGFb inhibitor | A549 tox | S2 tox | HepG2 tox | Nrf2 ARE act
Cc1ccc(NC(=O)CCc2nc3cccnc3n2-c2ccccc2)cc1Cl | x | x | x | u | 1% | -2% | u | -27% | 0.1%
Cc1cc(C(O)c2ncc(-c3ccccc3C)[nH]2)ccc1F (stereo not drawn) | i | -0.8 | x | x | 0% | x | i | -21% | 6.4%
CCCCN1C(N)=NC[C@H]1Cc1ccc(O)cc1 | i | 2.1 | 0% | -7% | -6% | -3% | i | 0% | 0.0%
Cc1[nH]c2ccccc2c1/C=N/NC(=O)CNC(=O)c1ccccc1 | i | -0.9 | -5% | -24% | -17% | -5% | i | 24% | 0.5%
Cc1ccc(NC(=O)C2CCN(S(=O)(=O)c3cccnc3)CC2)cc1C | i | -2.1 | 1% | 2% | -2% | 0% | u | 3% | -0.5%
COc1ccc(-c2ccc3oc(-c4ccc(OC)cc4)c(C#CCO)c3c2)cc1 | i | 0.5 | x | 8.2µM* | u | -15% | u | -55% | 2.6%
CCN(c1cccc(C)c1)S(=O)(=O)c1ccc2c(c1)N(C(C)=O)CCS2 | i | 1.0 | 3% | -7% | 1% | 7% | i | -9% | -0.6%
Cc1cccc(NC(=O)c2ccc(C)c(S(=O)(=O)N3CCCCC3)c2)n1 | i | -1.2 | -2% | -4% | -16% | -4% | i | 0% | 0.5%
CSc1nc(-c2ccccc2)nn1S(=O)(=O)c1ccc(Cl)cc1 | u | -0.8 | -1% | -1% | -2% | 0% | i | 0% | 0.2%
Cc1c(Cl)cccc1NS(=O)(=O)c1cccc2nsnc12 | i | -5.6 | 1% | 2% | u | -8% | x | -5% | -0.3%

Some of these compounds in order of heavy-atom count, smallest number first:
SMILES | pAkt inh | CCT modulator | MmCpn inh | Nrf2 inh | TGFb inhibitor | A549 tox | S2 tox | HepG2 tox | Nrf2 ARE act
CCCCN1C(N)=NC[C@H]1Cc1ccc(O)cc1 | i | 2.1 | 0% | -7% | -6% | -3% | i | 0% | 0.0%
CCN(c1cccc(C)c1)S(=O)(=O)c1ccc2c(c1)N(C(C)=O)CCS2 | i | 1.0 | 3% | -7% | 1% | 7% | i | -9% | -0.6%
COc1ccc(-c2ccc3oc(-c4ccc(OC)cc4)c(C#CCO)c3c2)cc1 | i | 0.5 | x | 8.2µM* | u | -15% | u | -55% | 2.6%

Additional records.
SMILES | pAkt inh | CCT modulator | MmCpn inh | Nrf2 inh | TGFb inhibitor | A549 tox | S2 tox | HepG2 tox | Nrf2 ARE act
CCCN(C(=O)CSCc1c(C)noc1C)c1c(N)n(Cc2ccccc2)c(=O)[nH]c1=O | i | -0.3 | 1% | 4% | -6% | 0% | i | -11% | 0.3%
Oc1ccc(Cl)cc1CNCc1ccc(Cl)cc1 | i | -2.9 | 1% | 7% | -12% | 0% | i | -24% | 15%
O=C(CN1C(=O)NC2(CCCCCCC2)C1=O)Nc1cccc(Br)c1 | i | -4.0 | 0% | -18% | u | 0% | i | -20% | 3.2%
CCN1C(=NCC2CC2)N[C@@H](c2cccc(C(F)(F)F)c2)C(C(=O)OC)=C1C | i | 0.3 | u | u | u | 3% | u | -57% | -4.1%
COc1ccc(C2NC(=O)N(C)C3=C2C(=O)CC(C)(C)C3)cc1OC (stereo not drawn) | i | -0.1 | -3% | -16% | -9% | 0% | i | -10% | -0.2%
Cn1cccc1/C=C1\SC(=S)N(NC(=O)c2cccc(Cl)c2)C1=O | i | -3.3 | -5% | 7% | 0% | -18% | u | 0% | 0.2%
O=C(NC(=S)Nc1ccccn1)c1ccccc1 | i | -0.3 | 1% | u | -37% | -7% | u | -12% | u
CCOCCCNS(=O)(=O)c1ccc2c(c1)CCN2C(C)=O | i | -5.2 | 1% | -29% | 2% | -2% | i | 0% | -0.1%
Cc1ccc(S(C)(=O)=N/C=C2\C(=O)c3sccc3N(C)S2(=O)=O)cc1 (stereo not drawn) | i | -4.8 | 1% | -3% | 0% | 3% | i | -12% | 3.2%
C=CC[C@H](CC(=O)N(CCO)Cc1ccccc1)C(=O)NCCOC(=O)[C@H](CC=C)CC(=O)OC(C)(C)C | i | -1.3 | u | -13% | -16% | 0% | u | -5% | 4.5%
C/C=C/C=C/C(=O)N1CC2(CC(c3cccc(NC(=O)/C=C/C)c3)=NO2)C[C@@H]1C(N)=O (stereo partly drawn) | i | -1.8 | 0% | 2% | 3% | 0% | i | 11% | -0.5%
O=C(Cc1ccccc1F)NCC(c1ccco1)N1CCCCC1 (stereo not drawn) | i | 1.3 | -1% | -1% | -29% | 1% | i | 4% | 5.9%
Nc1nonc1-c1nc2ccccc2n1CC(=O)O | i | -1.5 | -2% | 0% | -2% | -5% | i | -33% | 3.0%
COc1cccc(C(=O)NC2CCN(CC(=O)Nc3ccccc3Cl)CC2)c1 | i | 1.7 | -8% | u | 15% | 2% | i | 4% | 0.1%
CCCCC(=O)Nc1ccc(C(=O)NNC(=O)CCCOc2ccc(Cl)cc2Cl)cc1 | i | -6.7 | -1% | 16% | -1% | -1% | i | 0% | -0.7%
Cc1cccc(-n2ncc3c(N(C)C4CCCCC4)ncnc32)c1 | i | -1.1 | 3% | u | 3% | 0% | i | -16% | -3.5%
CCOC(=O)/C(N)=C/c1ncc(C(F)(F)F)cc1Cl | i | 0.3 | 1% | x | -3% | 12% | i | -3% | 0.1%
Cc1cc(C(F)(F)F)c2c(N)c(C(=O)NC3CC3)sc2n1 | i | -0.9 | -4% | u | 3% | -1% | i | -12% | 3.3%
NC(=O)c1c(NC(=O)c2ccccc2)sc2c1CCCC2 | i | -5.8 | -1% | u | 1% | 4% | i | -10% | u
CSCCC(NC(=O)c1ccc([N+](=O)[O-])cc1Cl)C(=O)OC1CCCCC1=O (stereo not drawn) | i | -0.8 | 0% | 10% | 0% | 0% | i | -24% | -1.0%
O=C(CCc1ccc(S(=O)(=O)N2CCOCC2)cc1)OCC(=O)c1ccc(Br)cc1 | i | 1.4 | -5% | -4% | -8% | -3% | i | -1% | -0.5%
CCN(CC(=O)Nc1c(F)cccc1F)C(=O)c1csc2c1CCCC2 | i | -0.6 | 0% | 6% | -6% | 2% | i | -2% | -0.9%
COc1ccc(NC(=O)C(=O)NCCCn2ccnc2)cc1 | i | -0.7 | 1% | 7% | -17% | 0% | i | 0% | -0.7%
Nn1c(SCC(=O)Nc2nccs2)nnc1-c1ccco1 | i | -0.1 | 0% | 3% | -8% | -1% | i | -8% | 0.2%
Cc1ccc(NC(=O)CN2CCCC2c2cccs2)cc1S(=O)(=O)N1CCCCC1 (stereo not drawn) | i | -1.1 | 0% | 21µM* | u | -15% | i | -33% | 1.3%
COc1cc(CNc2nc3ccccc3n2Cc2ccccc2)ccc1O | i | -0.3 | x | x | -13% | x | i | -6% | 0.6%
CCOc1ccc(NC(=O)Cn2nnc(-c3ccccc3NC(=O)c3cccs3)n2)cc1 | i | 0.0 | 2% | u | 3% | -13% | u | -7% | 0.4%
COc1ccc(C(=O)Nc2nc3n(n2)C(c2ccccc2)C=C(c2ccccc2)N3)cc1 (stereo not drawn) | x | x | x | x | 25% | u | x | 7% | 4.2%
Cc1onc(-c2c(F)cccc2Cl)c1C(=O)NCc1ccc(F)cc1 | i | -1.0 | 0% | 0% | 3% | -2% | i | -1% | -1.0%
COc1ccc(CCN2CC(C(=O)N(C)CCn3nc(C)cc3C)CCC2=O)cc1 (stereo not drawn) | i | -0.3 | 1% | 7% | 4% | -6% | i | -1% | -1.7%
O=[N+]([O-])c1ccc(N2CCCC2)nc1 | i | 1.5 | 0% | -9% | 23% | u | i | 25% | -0.4%
CCOC(=O)C1=C(C)N(CCCCCC(=O)O)C(=O)NC1c1ccccc1OS(=O)(=O)c1ccc(C)cc1 (stereo not drawn) | i | -1.0 | x | -17% | -21% | 0% | i | -5% | -1.0%
N#Cc1c(-c2ccccc2)nc(SCC(=O)Nc2ccccc2)[nH]c1=O | i | 2.0 | -28% | 16% | 2% | 1% | i | 3% | 0.2%
O/N=C/C1=C(Cl)c2ccccc2CC1 | i | -1.4 | 1% | -6% | 39%[activator] | 9% | i | 27% | 1.7%
CC(=O)Nc1ccc(NC(=O)C(C)Oc2ccccc2F)cc1 (stereo not drawn) | i | -0.6 | 2% | 8% | 4% | 0% | i | 0% | 0.5%
COc1ccc(-c2nc(Cn3c(=O)cc(-c4ccccc4)c4c(C)nn(C)c43)c(C)o2)cc1OC | x | x | x | u | -9% | 4% | i | 3% | -0.1%
Cc1cccc(NS(=O)(=O)c2cccc(C(=O)N3CC(C)OC(C)C3)c2)c1 (stereo not drawn) | i | -0.7 | -4% | -12% | -12% | -2% | i | -3% | -0.3%
COC(=O)N/N=C/c1ccc([N+](=O)[O-])s1 | i | -3.8 | 2% | 6.5µM* | u | 10µM* | i | -35% | 21%
CCOc1ccccc1Oc1cn[nH]c1-c1ccc(OCC(=O)NN)cc1O | i | -1.1 | -1% | -1% | 16% | 0% | x | 4% | 2.2%
Cc1c(C)n2c(SCC(=O)NC3CCCCC3)nnc2[nH]c1=O | i | -1.1 | 1% | 3% | -4% | 0% | i | -9% | -0.7%
Cc1ccc(NC(=O)C2CCCN(C(=O)c3ccc(Cl)cc3)C2)c(C)c1 (stereo not drawn) | i | -0.1 | 0% | 7% | -6% | -1% | i | 2% | -0.1%
